Compound activity (PubChem BioAssay)
m5-HT2A agonist – activates the mouse 5-HT2A serotonin receptor. P35363. activation, % at 7.6 µM. CHO-K1 mHTR2A beta-arrestin complementation, luminescence; percent of 30 µM serotonin response. actives 0.66% (n = 360,000);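 active = activation above a run cutoff, the mean activation of all tested compounds plus 3 SD, cut at about 14% in these data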;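 also: 0% = plate median of compound wells and 100% = 30 µM serotonin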
ABCB6 inh MLPCN – human ABCB6 transporter inhibition; fluorescence ratio to DMSO, % at 10 µM; Q9NP58; actives 0.19% (n = 360,000); AID 602162; K562-ABCB6 porphyrin accumulation, flow cytometry, 1 h; active compounds read low;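 active = fluorescence ratio to DMSO below 75%, the collection mean minus 3 SD; inconclusive = too few cells collected in the well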;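 also: signal is porphyrin accumulated inside mitochondria; 100% equals median channel fluorescence of DMSO control wells; lower ratio means ABCB6 inhibition with less porphyrin fluorescence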
MC4R antag cAMP – antagonists of human melanocortin 4 receptor (MC4R). MC4R-expressing cells, MTII-stimulated cAMP, LANCE TR-FRET. actives 0.48% (n = 360,000). inhibition, % at 6.5 µM;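 active = inhibition above its plate's cutoff, the mean of tested wells on that plate plus 3 SD, cut at about 29% in these data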;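 also: 0% = Melanotan II alone and 100% = Melanotan II plus saturating MCL0020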
Target sequence (P32245 whole entry, looked up): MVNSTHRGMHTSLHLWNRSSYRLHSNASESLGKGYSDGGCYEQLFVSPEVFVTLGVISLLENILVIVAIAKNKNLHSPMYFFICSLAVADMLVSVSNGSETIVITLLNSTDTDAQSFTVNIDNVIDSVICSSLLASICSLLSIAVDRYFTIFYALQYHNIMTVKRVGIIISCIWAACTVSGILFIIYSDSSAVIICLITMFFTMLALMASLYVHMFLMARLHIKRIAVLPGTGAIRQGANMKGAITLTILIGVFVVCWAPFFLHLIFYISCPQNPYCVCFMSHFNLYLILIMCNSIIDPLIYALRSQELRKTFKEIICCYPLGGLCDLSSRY
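Material – human MC4R-expressing U2OS cells · Repeats – no replicates · Detection – TR-FRET with Eu-cAMP and labeled anti-cAMP, 671 nm · Times – compound 30 min, challenge 1 h, detection 1 h · Compound – single nominal compound dose of 6.5 µM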
H9c2 protect – myocardial damage modulation in H9c2 cells; H9c2 cardiomyocytes, H2O2 injury protection, ATPLite, 2 h; protection from H2O2 cell death, % at 20 µM; actives 0.63% (n = 360,000);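 active = compounds giving at least 50% protection of heart cells from peroxide-induced death in the single-dose screen, raw or plate-pattern-corrected value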;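 also: 0% = DMSO wells with peroxide and 100% = DMSO wells without peroxide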
PDI inh – blocks human protein disulfide isomerase activity. PDI insulin aggregation turbidity, A650, 90 min. P07237. AID 588391. actives 0.052% (n = 350,000). inhibition, % at 10 µM;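 active = mean inhibition across replicates of 30% or more, whatever share of single replicates reach that level; inconclusive = mean inhibition below 30% while every single replicate reaches 30%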;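 also: absorbance from insulin aggregation driven by PDI reduction with DTT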
Target sequence (P07237 whole entry, looked up): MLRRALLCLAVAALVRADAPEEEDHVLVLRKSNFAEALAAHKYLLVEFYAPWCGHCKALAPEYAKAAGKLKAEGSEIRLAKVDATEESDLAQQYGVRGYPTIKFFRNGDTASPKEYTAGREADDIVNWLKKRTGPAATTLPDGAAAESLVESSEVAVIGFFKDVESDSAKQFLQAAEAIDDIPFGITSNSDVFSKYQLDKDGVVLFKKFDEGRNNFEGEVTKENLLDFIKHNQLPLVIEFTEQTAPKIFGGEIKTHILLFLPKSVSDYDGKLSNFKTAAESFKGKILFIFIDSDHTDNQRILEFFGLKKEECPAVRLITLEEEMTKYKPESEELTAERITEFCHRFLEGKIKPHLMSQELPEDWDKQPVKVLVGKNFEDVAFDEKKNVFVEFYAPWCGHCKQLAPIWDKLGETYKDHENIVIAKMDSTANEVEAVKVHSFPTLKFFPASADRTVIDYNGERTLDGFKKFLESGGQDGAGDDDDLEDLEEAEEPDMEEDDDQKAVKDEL
MC4R ag barr – activates human MC4R beta-arrestin recruitment. P32245. U2OS MC4R beta-arrestin complementation, luminescence; percent of melanotan II response, DMSO zero. activation, % at 8.9 µM. actives 0.98% (n = 360,000);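 active = activation above a per-plate cutoff, the mean activation of sample wells on that plate plus 3 SD, cut at about 8% in these data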
N-glyco inh – blocks N-linked glycosylation in D54 reporter cells. D54 ERlucT glycosylation luciferase reporter, 24 h; percent of 100 nM tunicamycin response. reporter increase, % at 12.5 µM. actives 0.23% (n = 360,000). AID 588692;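 active = mean luciferase reporter signal, scaled so untreated is 0 and the glycosylation-blocking control 100, at or above a set limit in every replicate; inconclusive = mean reaches the limit but not every replicate does; inactive = mean below the limit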;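 also: luciferase carries N-glycosylation sites so blocking glycosylation raises the light; 0% = median of neutral control wells and 100% = median of 100 nM tunicamycin wells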
aDG glyco up – alpha-DG glycosylation activation; Pro5-aDG cells, alpha-DG glycosylation AlphaScreen (IIH6); 0% Pro5, 100% B10-LARGE cell signal; activation, % at 10 µM; actives 0.22% (n = 360,000);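 active = activation of at least 8% versus controls, or a plate z-score of at least 8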;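 also: Pro5 are CHO cells carrying HIG-tagged alpha-DG that lacks glycosylation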
CaV13 ICDI inh – Primary screen for inhibitors of IQ motif and Ca2+-dependent inactivation inhibitor domain binding in CACNA1D, Förster resonance energy transfer in living cells, …; HEK cells, CFP/YFP FRET ICDI-IQ, plate reader, 10 min; percent FRET-ratio fall versus neutral wells; actives 0.098% (n = 340,000); inhibition, % at 12.3 µM; AID 743397;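 active = mean replicate inhibition of at least 30% and at least 1% of replicates passing that level; inconclusive = only one of the two criteria is met; inactive = neither criterion is met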;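 also: 0% = median of the neutral control wells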
Vif inh – inhibitors of HIV Vif. HEK293T cells, Vif self-association by quenched fluorescence, imaging, 24 h. inhibition, % at 7.49 µM. actives 0.35% (n = 340,000). AID 602346; in the data active = inhibition above about 50%, passing the limit was not always enough; inconclusive = no clear call, values can overlap the other calls; inactive = below about 31%; also: some results filed as inactive read as strong as hits
* = called active by the depositor; ? = inconclusive; nt = not tested or not shown.

mol,CaV13 ICDI inh,ABCB6 inh MLPCN,N-glyco inh,MC4R antag cAMP,PDI inh,MC4R ag barr,Vif inh,m5-HT2A agonist,H9c2 protect,aDG glyco up
O=C1c2cccc3cccc(c23)C(=O)N1OS(=O)(=O)c1ccc(Br)cc1,-1,99,0,3,-6,-0.7,-1,1,12,-0.1
O=C(CSC1=NS(=O)(=O)c2ccccc2N1)NCc1ccc(F)cc1,-6,91,3,7,6,-3.8,nt,1,-2,0.0
C[C@H]1COC(=O)[C@H](Cc2ccc(F)cc2)C/C=C\C[C@@H](CC(=O)NCCO)C(=O)N1,-10,106,0,11,1,2.6,nt,1,2,-0.2
CC1(C)CNC(=O)c2sc(NC(=O)c3ccccc3Cl)nc2C1,-7,101,1,9,1,-1.1,10,-1,-5,-0.1
C#CCOCCOCCOCCNc1nc(N2CCN(C(=O)CCCCCCCCCCNC(=O)[C@@H]([C@H](C)O)n3cc(C)nn3)CC2)nc(N2CCN(C(=O)CCCCCCCCCCNC(=O)[C@@H]([C@H](C)O)n3cc(C)nn3)CC2)n1,-4,98,7,6,12,-1.5,1,-3,14,-0.2
COc1ccc(S(=O)(=O)N2CCC3CC2c2cc(N4CCOCC4)ccc23)cc1 (configuration not stated),-5,99,3,10,15,-1.2,0,0,4,0.3
CCn1c2ccccc2c2cc(NC(=O)C(C)Oc3ccccc3)ccc21 (configuration not stated),-6,98,-1,3,-6,-0.1,-3,-2,-7,-0.1
CCCCCCn1cnc2c(c1=O)c1nc3ccccc3nc1n2/N=C/c1ccco1,nt,93,4,-2,-10,-1.2,26,2,55*,-0.1
O=C(NC(=S)NC1CCCCC1)c1ccc(F)cc1,-7,100,3,3,-9,1.1,-8,-10,-6,0.4
Cc1ccc(S(=O)(=O)N2CCN(C(=O)CN3C(=O)CNC3=O)CC2)cc1,-7,96,4,1,-6,-2.1,-4,-1,3,0.0
CC(=O)N=Nc1[nH]c(N)c2ccccc12,0,94,-1,-1,27,-2.0,9,4,3,-0.1
CCC/C(O)=C1\C(=O)CC(C)(C)CC1=NCc1ccccc1,-5,98,0,10,-2,-0.1,-3,-2,-9,0.0
O=C(Cc1ccccc1)NCC(=O)Nc1cc(Cl)ccc1Cl,-3,103,1,5,0,0.3,-5,5,4,0.0
CNc1c(NS(=O)(=O)c2ccc(OC)cc2)c(=O)oc2ccccc12,-4,92,-1,8,4,0.1,10,-10,14,0.0
CC(C)(C)c1ccc(-c2nnc(SCC(=O)c3ccc4c(c3)OCCO4)o2)cc1,nt,101,1,16,5,-0.8,-5,-4,-19,-0.2
CCOC(=O)c1cc(-c2ccccc2)n(CCC(=O)O)c1C,-8,103,0,5,2,-1.6,1,3,3,0.0
O=C(CCc1nc2ccccc2s1)OCc1ccccc1F,-3,97,-1,5,2,1.7,-1,-1,3,-0.2
COc1ccc(NCc2nnc(SCCN3CCCCC3)n2-c2ccc(C)cc2)cc1,-7,102,-7,3,1,-0.4,-7,-10,16,-0.4
CC(C)CC(NC(=O)C(NC(=O)OC(C)(C)C)C(C)C)C(N)=O (configuration not stated),-5,103,-1,3,2,2.6,12,6,14,0.1
Cc1oc(=O)cc(OCc2ccccc2)c1C,-10,97,-2,1,2,-2.4,nt,-3,8,0.0
COc1ccccc1OCC(=O)NCC1CCCN(Cc2cnn(C(C)C)c2)C1 (configuration not stated),nt,90,1,0,10,-3.8,-3,-3,-2,0.1
COc1ccc2nc(SCc3cccc(C)c3)nc(C)c2c1,-4,98,-2,-23,0,1.0,nt,-1,-20,0.3
COc1ccc2nc(SCc3nc(N)nc(Nc4ccccc4)n3)[nH]c2c1,-5,95,3,-6,-2,0.1,4,1,4,0.7
CCCCSc1nc2c(cc1C#N)CCC2,-9,94,-4,1,-7,5.3,-6,-2,-8,0.0
CCCOc1ccc(NC(N)=O)cc1OCCC,-4,92,1,4,1,-1.0,0,1,5,0.1
CN1CCN(NC(=O)c2cccc(F)c2)CC1,-6,95,0,9,17,-1.6,5,2,6,-0.1
OC(c1ccccc1)c1nc(-c2csc3ccccc23)cs1 (configuration not stated),-11,101,-2,-7,-2,2.1,-8,-4,1,0.4
Cc1ccc(C23CC4CC(CC(C(=O)NC(C)C)(C4)C2)C3)cc1,-3,101,-1,12,15,-1.7,-1,-1,-7,0.3
O=c1cc(/C=C/c2cccs2)[nH]c2ccccc12,-8,109,-9,9,-4,-2.7,nt,-3,2,1.0
Cc1ccc(N2CN(Cc3ccco3)CNC2=S)cc1,-5,101,-1,2,-3,-2.4,2,-4,7,-0.2

Remaining list, next part.
mol,CaV13 ICDI inh,ABCB6 inh MLPCN,N-glyco inh,MC4R antag cAMP,PDI inh,MC4R ag barr,Vif inh,m5-HT2A agonist,H9c2 protect,aDG glyco up
COc1ccccc1N1CCN(C2CC(=O)N(c3ccccc3)C2=O)CC1 (configuration not stated),-6,98,2,6,8,0.4,2,-8,-2,0.0
COc1ccc(Cl)cc1NC(=O)CC1CCCC1,-5,97,-2,4,-17,0.5,4,1,2,0.0
CC(=O)c1ccc(S(=O)(=O)NCc2cccnc2)cc1,-20,73*,-1,2,3,-0.7,1,-2,-3,-0.1
COc1ccc(OCC(=O)OCCN(C)C)cc1,-6,110,0,-2,-1,1.5,-4,-5,17,-0.1
C[C@@H]1CN([C@@H](C)CO)C(=O)CCCn2nncc2CO[C@H]1CN(C)S(=O)(=O)c1ccc(F)cc1,-7,99,2,-1,-2,0.4,-1,2,0,0.1
Cc1ccc(S(=O)(=O)N2C[C@@H]3[C@H]4CC[C@H](C4)[C@@H]3[C@@H](C)[C@@H]2c2cccn2Cc2ccccc2)cc1,-5,101,-9,8,-6,-1.0,-10,3,-17,0.2
CCN(CC)C(=O)c1cccc(-c2ccc(OC)cc2)c1,-6,97,-1,5,0,-1.0,0,-8,-6,0.0
Cc1cc(=O)oc(C)c1C(=O)n1nc(C)c2c1C[C@@H]1[C@H]2C1(C)C,-5,99,0,2,-2,-1.0,2,-5,6,0.0
O=C(NC1CC1)C1=C[C@H](c2c[nH]c3ccccc23)C[C@H](OCCCCO)O1,-10,103,2,-3,7,-1.1,7,-4,-8,0.0
COc1ccc(CCNC2CC(=O)N(CCc3ccccc3)C2=O)cc1 (configuration not stated),-5,96,2,-4,-3,1.5,-2,1,6,-0.1
Cc1ccc(S(=O)(=O)N[C@@H](CC(C)C)C(=O)N2CCC(C(=O)N[C@H](C(=O)O)C(C)C)CC2)cc1,nt,99,1,4,nt,-1.8,?,5,-4,0.1
Cc1noc(C)c1-c1ccc(C(=O)NCCN2CCOCC2)c2occc12,-5,97,10,1,0,-0.1,-3,4,6,-0.2
CCN(CC)CCN(C(=O)c1ccc(CN2CCCCC2)o1)C(C(=O)NC1CCCCC1)c1ccc(F)cc1 (configuration not stated),11,103,-3,-3,-1,-2.8,11,-2,8,-0.6
Cc1ccc(S(=O)(=O)N(C)CC(=O)NCCCc2ccccc2)cc1,-6,100,-2,17,-32,0.3,5,7,-8,-0.1
COc1ccc(/C=N/n2c(COc3ccccc3)n[nH]c2=S)cc1OC,-4,94,2,10,-11,-0.6,-3,5,0,0.2
O=C(Nc1ccccc1Cl)N1CCN(Cc2ccc3c(c2)OCO3)CC1,-5,99,0,12,-3,-2.6,-5,-3,5,-0.1
COc1ccc(CCNC(=O)Cc2ccc([N+](=O)[O-])cc2)cc1OC,-3,97,-1,7,-3,-2.5,-4,2,3,-0.2
O=C(Nc1ccc(OC(F)F)cc1)c1cc(S(=O)(=O)N2CCCCC2)ccc1N1CCOCC1,-2,95,-8,2,-4,-1.3,14,-8,-6,-0.1
O=C(Nc1ccc2ncccc2c1)c1cc(Cl)ccc1Cl,-9,100,-3,0,-3,-0.1,-4,-2,-2,0.4
COc1cccc2c1cc1c(=O)n(CC(=O)N3CCN(c4cccc(C)c4C)CC3)nc(C)n12,-7,91,1,8,1,-2.3,-13,8,0,-0.4

By substructure, those above with four or more nitrogen atoms.
mol,CaV13 ICDI inh,ABCB6 inh MLPCN,N-glyco inh,MC4R antag cAMP,PDI inh,MC4R ag barr,Vif inh,m5-HT2A agonist,H9c2 protect,aDG glyco up
C#CCOCCOCCOCCNc1nc(N2CCN(C(=O)CCCCCCCCCCNC(=O)[C@@H]([C@H](C)O)n3cc(C)nn3)CC2)nc(N2CCN(C(=O)CCCCCCCCCCNC(=O)[C@@H]([C@H](C)O)n3cc(C)nn3)CC2)n1,-4,98,7,6,12,-1.5,1,-3,14,-0.2
CCCCCCn1cnc2c(c1=O)c1nc3ccccc3nc1n2/N=C/c1ccco1,nt,93,4,-2,-10,-1.2,26,2,55*,-0.1
Cc1ccc(S(=O)(=O)N2CCN(C(=O)CN3C(=O)CNC3=O)CC2)cc1,-7,96,4,1,-6,-2.1,-4,-1,3,0.0
CC(=O)N=Nc1[nH]c(N)c2ccccc12,0,94,-1,-1,27,-2.0,9,4,3,-0.1
COc1ccc(NCc2nnc(SCCN3CCCCC3)n2-c2ccc(C)cc2)cc1,-7,102,-7,3,1,-0.4,-7,-10,16,-0.4
COc1ccccc1OCC(=O)NCC1CCCN(Cc2cnn(C(C)C)c2)C1 (configuration not stated),nt,90,1,0,10,-3.8,-3,-3,-2,0.1
COc1ccc2nc(SCc3nc(N)nc(Nc4ccccc4)n3)[nH]c2c1,-5,95,3,-6,-2,0.1,4,1,4,0.7
C[C@@H]1CN([C@@H](C)CO)C(=O)CCCn2nncc2CO[C@H]1CN(C)S(=O)(=O)c1ccc(F)cc1,-7,99,2,-1,-2,0.4,-1,2,0,0.1
CCN(CC)CCN(C(=O)c1ccc(CN2CCCCC2)o1)C(C(=O)NC1CCCCC1)c1ccc(F)cc1 (configuration not stated),11,103,-3,-3,-1,-2.8,11,-2,8,-0.6
COc1ccc(/C=N/n2c(COc3ccccc3)n[nH]c2=S)cc1OC,-4,94,2,10,-11,-0.6,-3,5,0,0.2
COc1cccc2c1cc1c(=O)n(CC(=O)N3CCN(c4cccc(C)c4C)CC3)nc(C)n12,-7,91,1,8,1,-2.3,-13,8,0,-0.4

Not a hit list (roughly 3.6% active in at least one column).
